# Screening data from PubChem BioAssay.
# Htt clearance – clearance of mutant huntingtin inclusions, primary screen, imaging, HeLa Exon1htt(103Q)mCFP, confocal imaging; aggregate imaging; zero = plate's median compound well; AID 853, 2007; 47,000 compounds, 0.42% hits; inhibition, % at 1.5 µM;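 active = inhibition of aggregate fluorescence above about 70%, also judged a hit by eye on the cell image, limit read from the data, passing the limit was not always enough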;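 also: cells exposed to compound for three days before fixation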
# Htt clearance grain fraction – further read-out of Htt clearance, marked with its call; fraction fluorescence in grains; measured here: aggregate grain fluorescence fraction; active compounds read low;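 scaled fraction of total cell fluorescence in grains with unit not stated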
# Numbers without * were called inactive; & = joins results of further samples. A portion of the library; the hit share may differ from the screen's.
SMILES,Htt clearance,Htt clearance grain fraction
Cc1cc(NC2C3CC4CC(C3)CC2C4)n2nnnc2n1 (stereo not given),20,18
Cc1ccc(C(=O)Cn2nnc3ccccc32)cc1C,12,26
COCC(=O)Nc1ccc(N(C)C)cc1,-6,18
CC1CN(S(=O)(=O)c2ccc(NC(=O)CCCN3C(=O)c4ccccc4C3=O)cc2)CC(C)O1 (stereo not given),40,9.7
COc1ccccc1C(=O)N1CCc2ccccc21,5,27
CCCN(CCC)CCCNC(=O)c1cc2cc3ccc(OC)cc3nc2o1,46,11
COc1ccccc1/C=C\C=N\n1c(C2CCCCC2)n[nH]c1=S,-25,38
CC1=C(C(=O)Nc2cccnc2)C(c2cccnc2)n2nc(-c3cccs3)nc2N1 (stereo not given),-24,50
COc1ccc(OCC(=O)Nc2ccccc2O)cc1,-19,33
CCOC(=O)C1=C(CSc2nc(C)cc(C)c2C#N)OC(N)=C(C#N)C1c1cccs1 (stereo not given),38,22
CC1(C)CC(=O)C=C(Nc2ccc(Br)cn2)C1,-55,48
O=C(c1cc(-c2ccccc2)on1)N1CCN(Cc2ccc3c(c2)OCO3)CC1,-52,31
Nc1nc(CN2CCN(c3cccc(Cl)c3)CC2)nc(N2CCCc3ccccc32)n1,-29,22
COc1cccc(OCCOc2c(OC)cccc2OC)c1,-18,23
O=C(NCC1(N2CCOCC2)CCCCC1)c1ccc(Cl)c(S(=O)(=O)NCc2ccco2)c1,29,25
COC(=O)c1[nH]c2c(c1C)C(=O)CCC2,-28,44
COC(=O)Cc1csc(N)n1,7&-2,35&40
C=CCc1ccc(OCCOCCNCCCC)c(OC)c1,-9,21
CCCCn1nc(C(=O)N2CCc3ccccc32)c2ccccc2c1=O,-43,24
Cc1ccc(C(=O)NC2CCN(C(=O)NC3CCCCC3)CC2)cc1,40,11
CSC1=N/C(=C\c2ccc3c(c2)OCO3)C(=O)S1,-13,41
CCc1cc(=O)oc2c(C)c(OS(C)(=O)=O)ccc12,-35,48
O=C(c1cccs1)c1cn(CC(=O)N2CCc3ccccc3C2)c2ccccc12,-11,18
Cc1ccc2nc3c(cc(C(=O)NCCCn4ccnc4)n3C)c(=O)n2c1,5,37
COc1ccc(-n2c(SCC(=O)NCc3ccco3)nc3c([nH]c4ccccc43)c2=O)cc1,-38,56
CC(=O)CC(C)(C)S(=O)(=O)c1ccc(Oc2ccc(S(=O)(=O)C(C)(C)CC(C)=O)cc2)cc1,40,11
CCOC(=O)c1cn(CC)c2cc(N3CCOCC3)c(F)cc2c1=O,-58,26
Cc1ncc(S(=O)(=O)c2ccccc2)c(-c2ccccc2Cl)n1,30,15
COc1cc(C(N)=O)ccc1OCc1ccccc1,-12,27
CCOC(=O)c1cnc2c(OC)cccc2c1N1CCN(c2ccc(OC)cc2)CC1,-10,21
CCOC(=O)N1CCN(C(=O)Nc2cccc(Cl)c2)CC1,-8,34
CC(C)(C)N1CC(COc2ccccc2)OC1=O (stereo not given),59,8.1
Nc1nonc1-c1noc(-c2ccccc2)n1,50,9.5
COC(=O)C1(CCSC)NC(c2ccco2)C2C(=O)N(C)C(=O)C21 (stereo not given),41,12
COC(=O)C(C(=O)OC)C(C(C)C)C(C(=O)OC)C(=O)OC,-13,21
Cc1cccc(C)c1NC(=O)CSc1nnc([C@H](C)NC(=O)OC(C)(C)C)o1,-11,39
C=CCN(C(=O)Nc1ccc2oc(C)nc2c1)c1ccccc1,38,23
Clc1cc(Br)ccc1OCCOCCN1CCOCC1,25,30
COc1ccccc1N1CCN(C(=O)c2cc3sccc3n2C)CC1,-31,51
O=C(CSc1nnc(-c2ccco2)n1-c1ccccc1)N1CCc2ccccc21,-27,48
O=C(NCc1ccccc1Cl)C1CCN(S(=O)(=O)N2CCCCCC2)CC1,3,36
COc1cc(C#N)ccc1OCC(=O)c1ccc2c(c1)OCCO2,18,17
CCOC(=O)c1ccccc1NC(=O)C(C)Oc1ccccc1 (stereo not given),-52,31
O=C(O)CCN=C1CCc2ccccc2N1,-13,23
CCOC(=O)c1ccc2ncc(C(=O)OCC)c(NCCCN3CCOCC3)c2c1,-21,49
CCCN1CCN(CCCNC(=O)Cn2nc(-c3ccccc3)ccc2=O)CC1,-3,35
CC(=C1C(=O)c2ccccc2C1=O)N1CCN(Cc2ccccc2)CC1,28,13
CCN(CC)c1cc2nonc2c2nonc12,8,31

# Full records, quoted from the list. Order of values: Htt clearance, Htt clearance grain fraction
# `CC1=C(C(=O)Nc2cccnc2)C(c2cccnc2)n2nc(-c3cccs3)nc2N1` (stereo not given) across the screens: -24, 50
# `O=C(NCc1ccccc1Cl)C1CCN(S(=O)(=O)N2CCCCCC2)CC1` across the screens: 3, 36
# `O=C(NCC1(N2CCOCC2)CCCCC1)c1ccc(Cl)c(S(=O)(=O)NCc2ccco2)c1` across the screens: 29, 25
# `O=C(O)CCN=C1CCc2ccccc2N1` across the screens: -13, 23

# Other structures
SMILES,Htt clearance,Htt clearance grain fraction
Cc1ccc(C(C)NC(=O)C2CCCO2)cc1C (stereo not given),-12,20
CC(C)OCCCNC(=O)c1c(N)n(/N=C/c2ccccn2)c2nc3ccccc3nc12,38,22
CCOC(=O)Cn1c(=O)cnc2ccccc21,-55,30
Cn1c(SCC(=O)CC(=O)Nc2ccccc2)nnc1-c1ccc(O)cc1,-39,28
O=C1c2ccccc2C(=O)N1CCCc1nc(-c2ccc(Cl)cc2)no1,37,23
Cc1ccc2nc(-c3ccccc3Cl)cc(C(=O)Nc3cc(C)on3)c2c1,33,11
COc1ccc(NC(=O)N2CCC(O)(c3cccnc3)CC2)c(OC)c1,22,16
CC(C)c1noc2ncc(C(=O)c3cc(Cl)cc(Cl)c3O)cc12,-4,39
C=CCN=C(NC#N)SCC(=O)NC(C)(C)C,-6,22
CC(=O)Nc1cc(NC(C)=O)cc(C(=O)NC(C)(C)C)c1,-30,47
Cc1ccc(CNc2ccc3c(c2)OCO3)cc1,-155,47
Cc1ccc(Cn2ccc(-c3cnc(-c4ccccc4)s3)n2)cc1,16,17
O=C(Nc1cccc(F)c1)c1ccc(S(=O)(=O)N2CCOCC2)cc1,30,35
Cc1c(N(C)C(=O)c2ccco2)c(=O)n(-c2ccccc2)n1C,-3,19
CC(=O)N1c2ccccc2NC2=C(C(=O)CCC2)C1c1ccc(F)cc1 (stereo not given),10,30
COc1cc(Cl)c(S(=O)(=O)N2CCOCC2)cc1Cl,-28,24
COc1ccc(Cn2ccc(=O)c(Cc3c(Cl)cccc3Cl)c2C)cc1,-17,34
CCN1C(=O)c2cccc3c(S(=O)(=O)Nc4ccccc4)ccc1c23,-65,65
O=C(CN1CCN(c2ccccc2)CC1)Nc1ccccc1C(F)(F)F,-57,27
Cc1cc(C)nc(N(C#N)CN2C(=O)c3ccccc3S2(=O)=O)n1,46,16
CCOC(=O)c1[nH]c2ccc(F)cc2c1NC(=O)CN1CCc2cc(OC)c(OC)cc2C1,-59,33
COC(=O)c1ccc(CSc2ccccc2C)o1,-16,47
CO/N=C/NC(=O)C1=NOC(CNc2ncc(C(F)(F)F)cc2Cl)C1 (stereo not given),10,28
COc1ccc(C)cc1-n1nnnc1SCc1cn2ccsc2n1,18,33
Cc1nnc(SCC(=O)N2CCc3ccccc32)s1,-30,25
O=C(CSC1=NC(=O)C(Cc2ccccc2)C(=O)N1)Nc1ncccn1 (stereo not given),-42,52
Clc1ccsc1-c1ccc2ccccc2n1,-77,36
O=C(Nc1cccc(NC(=O)c2ccc(-c3ccc(Br)cc3)o2)c1)c1ccco1,18,14
CN(C)C(=O)N1CCC(C(=O)NCC2CCCO2)CC1 (stereo not given),13,37
COc1ccccc1N(CC(O)CN(c1ccccc1)S(C)(=O)=O)S(=O)(=O)c1ccccc1 (stereo not given),-12,21
O=C(CCS(=O)(=O)c1cccs1)N1CCCC1,-18,44
CC1CCCC(C)N1CC(O)COc1ccc(Cl)cc1 (stereo not given),-40,42
CC(=O)N1CCC(C(=O)Nc2nc(-c3ccccc3)ns2)CC1,-6,18
COC(=O)c1ccc(Oc2ccc(C(C)(C)C)cc2)c([N+](=O)[O-])c1,-12,44
CCOC(=O)C1CCN(C(=O)c2ccco2)CC1,-42,43
COc1cccc(C2C(C(=O)c3cccs3)=C(O)C(=O)N2c2cc(C)on2)c1 (stereo not given),18,28

# Looked up one by one from above, 2 records:
SMILES,Htt clearance,Htt clearance grain fraction
COc1cccc(C2C(C(=O)c3cccs3)=C(O)C(=O)N2c2cc(C)on2)c1 (stereo not given),18,28
COc1ccccc1N(CC(O)CN(c1ccccc1)S(C)(=O)=O)S(=O)(=O)c1ccccc1 (stereo not given),-12,21

# The results go on.
SMILES,Htt clearance,Htt clearance grain fraction
c1ccc(-n2cnc3cc(NCc4ccccn4)ccc32)cc1,-18,22
COC(=O)CSc1nnc(CNS(=O)(=O)c2ccc(C)cc2)n1C,21,16
O=C(CN1CCN(Cc2ccccc2F)C1=O)NCc1cccnc1,2,30
O=C1CCCN1CCCNc1ncnc2c1[nH]c1ccc(Cl)cc12,9,42
CCOC(=O)CCc1c(C)nc2cc(-c3ccc(F)cc3)[nH]n2c1=O,46,10
O=C(O)c1[nH]c2ccccc2c1-c1ccccc1,-12,26
Cc1nc(NCCO)c(C#N)c2c1COC(C)(C)C2,-72,33
COCCNC(=O)CN1CCOc2ccccc21,12,44
CCCCSC1(SCCCC)N=C(N)C2(C#N)C(c3ccccc3)NC(C)=CC12C#N (stereo not given),22,31
O=C1CC(c2ccccc2)CC(O)=C1C=NCCN1CCNCC1 (stereo not given),12,32
CCn1cc(C(=O)OC(C)C(=O)Nc2c(C)n(C)n(-c3ccccc3)c2=O)c(=O)c2ccc(C)nc21 (stereo not given),-23,27
CNS(=O)(=O)c1ccc(NC(=O)C(CCSC)NC(N)=O)cc1 (stereo not given),-18,51
COC(=O)c1cn(C(=O)c2cccs2)c2ccccc12,-24,23
O=C(Nc1ccccc1)NC1CCN(CCCN2C(=O)c3ccccc3C2=O)CC1,27,28
CCOC(=O)c1c(C)nc2c(c1C)c(=O)oc1ccccc12,36,12
CC(CCc1ccccc1)NC(=O)COC(=O)C1=COCCO1 (stereo not given),-27,21
Cc1ccc(NC(=O)COn2nnc3ccc(S(=O)(=O)N(C)C)cc32)cc1F,39,23
CN(CC1COc2ccccc2O1)C(=S)Nc1ccccc1 (stereo not given),-16,45
CCSC1=NCN(CCCC(=O)O)CN1,-12,44
Cc1cccc(C)c1N/C=C/c1onc(C)c1[N+](=O)[O-],4,23
c1ccc(Cc2nnc3sc(Nc4ccccc4)nn23)cc1,-4,20
CC(=O)c1ccc(NC(=O)C2CCC(C)NC2=O)cc1 (stereo not given),-12,35
CNc1c([N+](=O)[O-])ncn1C,-14,20
CCCCc1c(C)c(C#N)c2nc3ccccc3n2c1Nc1c(C)n(C)n(-c2ccccc2)c1=O,6,38
Cc1ccc(Nc2nc(N3CCOCC3)c3ccccc3n2)cc1,-41,52
CCn1c(SCC(=O)Nc2cc(C)on2)nnc1-c1cccs1,-23,46
COCCN1C(=O)C(=O)/C(=C(/O)c2cccc(OC)c2)C1c1ccncc1 (stereo not given),-26,24
CCOc1ccc(NC(=O)CSc2nnc(-c3ccccc3Cl)n2Cc2ccco2)cc1,20,29
COc1ccc(Cn2c(=O)[nH]c3cc(C(=O)N4CCN(Cc5ccccc5)CC4)ccc3c2=O)cc1,-475,194
CC(C)COc1ccc(C(=O)N/C(=C\c2cccc([N+](=O)[O-])c2)C(=O)OC(C)C)cc1,-20,37
OC(CN1C2=NCCCN2c2ccccc21)c1ccc2c(c1)OCO2 (stereo not given),-15,39
Cc1cc(C)nc(SCc2nc3ncccn3c2Br)n1,23,32
CCCOc1ccccc1-c1nc2c([nH]1)c(=O)[nH]c(=O)n2C,0,17
CC(C)CCn1c(SCCN2CCOCC2)nc2c1c(=O)[nH]c(=O)n2C,-18,39
CCCC1=C(C(=O)OCC)C(c2ccccc2OC)NC(=O)N1 (stereo not given),-146,96
CCOC(=O)c1[nH]c2ccc(F)cc2c1N=C(C)N(CC)CC,10,38

# Some of these compounds in order of SMILES length, ascending.
SMILES,Htt clearance,Htt clearance grain fraction
CCCOc1ccccc1-c1nc2c([nH]1)c(=O)[nH]c(=O)n2C,0,17
COCCN1C(=O)C(=O)/C(=C(/O)c2cccc(OC)c2)C1c1ccncc1 (stereo not given),-26,24
CC(C)COc1ccc(C(=O)N/C(=C\c2cccc([N+](=O)[O-])c2)C(=O)OC(C)C)cc1,-20,37

# (list continues)
SMILES,Htt clearance,Htt clearance grain fraction
CCCCSc1nnc([C@H](CC(C)C)NC(=O)OC(C)(C)C)o1,23,16
CCOC(=O)c1cccc(Nc2nc(C)cc(C)n2)c1,-23,25
O=C(Oc1ccc(Cl)cc1)c1ccc(COC(=O)c2cnccn2)cc1,15,26
CCn1c(CC(=O)Nc2ccc(C)c(Cl)c2)nnc1SCCOc1ccc(OC)cc1,28,27
COc1ccc(C(=O)Cn2nnc(-c3ccccc3NC(=O)c3ccco3)n2)cc1,20,26
O=C(CS(=O)(=O)c1ccccc1)N1CCCCCC1,-10,23

# Some values from the entries so far.
# COc1ccc(C(=O)Cn2nnc(-c3ccccc3NC(=O)c3ccco3)n2)cc1 in Htt clearance grain fraction: 26
# O=C(CS(=O)(=O)c1ccccc1)N1CCCCCC1 in Htt clearance grain fraction: 23
# O=C(Oc1ccc(Cl)cc1)c1ccc(COC(=O)c2cnccn2)cc1 in Htt clearance grain fraction: 26
# CCn1c(CC(=O)Nc2ccc(C)c(Cl)c2)nnc1SCCOc1ccc(OC)cc1 in Htt clearance: 28
